HSF1 inhib: HSF1 inhibitors in luciferase reporter cells, primary screen, cell-based, NIH3T3, luminescence. NIH3T3-HGL HSE-luciferase, MG132-induced, luminescence 8 h; active compounds read low. activity change, negative = inhibition, % at 7.5 µM (by protocol). 300,000 compounds, 0.77% hits;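 active = more than half of replicate wells show activity change below -50%, luminescence cut by over half; inconclusive = some wells, but at most half, below -50%; inactive = no replicate well below -50%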;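 also: luciferase reports HSF-1 transcriptional activity via heat shock element; 0% = median of DMSO wells and -100% = zero luminescence signal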
HSP90 inh: HSP90 inhibitors, primary screen, cell lysate, luminescence; Heat shock protein HSP 90 (rabbit reticulocyte lysate; luciferase refolding); Rabbit reticulocyte lysate, luciferase refolding luminescence, 3 h; inhibition, % at 5.6 µM; 290,000 compounds, 0.91% hits; AID 1789, 2009;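 active = inhibition above the screen-wide mean plus 3 SD, computed separately per campaign, cut at about 16% in these data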;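 also: 0% = DMSO wells and 100% = 60 µM geldanamycin wells; inhibitors lower the luminescence because luciferase stays unfolded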
GSK3B inh: human GSK3beta kinase inhibitors, primary screen, biochemical, cell-free homogeneous, HTS. Glycogen synthase kinase-3 beta (Homo sapiens), P49841. GST-GSK3beta kinase, ADP-Glo luminescence, 60 min; active compounds read low. activity score (negative = inhibition), % at 10 µM. 300,000 compounds, 0.038% hits;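 active = more than half of replicate wells score below -50%, meaning over 50% inhibition versus plate controls; inconclusive = some replicates but at most half score below -50%; inactive = no replicate scores below -50%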;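 also: 0% = median DMSO wells and -100% = median GW8510 positive control wells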
Target sequence (P49841 whole entry, looked up): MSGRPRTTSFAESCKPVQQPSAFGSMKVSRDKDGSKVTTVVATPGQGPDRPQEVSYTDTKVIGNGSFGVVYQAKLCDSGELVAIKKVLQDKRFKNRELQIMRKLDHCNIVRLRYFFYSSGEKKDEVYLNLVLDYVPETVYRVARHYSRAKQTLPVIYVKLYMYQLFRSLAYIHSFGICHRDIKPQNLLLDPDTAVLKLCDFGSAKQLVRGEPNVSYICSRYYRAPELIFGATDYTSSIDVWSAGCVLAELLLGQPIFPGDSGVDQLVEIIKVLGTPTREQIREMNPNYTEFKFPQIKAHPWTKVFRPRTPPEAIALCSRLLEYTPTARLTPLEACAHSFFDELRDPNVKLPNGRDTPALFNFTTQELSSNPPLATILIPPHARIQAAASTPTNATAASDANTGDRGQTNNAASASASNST
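Test system – GST-tagged human GSK3beta kinase, cell-free · Incubation – 60 min enzyme reaction, room temperature · Signal – ADP-Glo luminescence · Also added – peptide substrate and ATP at 25 µM · Controls – DMSO neutral wells and GW8510 at 20 µM as positive · Buffer or medium – Tris/MgCl2 kinase buffer · Measure – Luminescence-derived activity versus plate DMSO and GW8510 wells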
aSyn UTR inh: MLPCN primary screen, SNCA 5' untranslated region | alpha-synuclein 5'UTR reporter, inhibitor activity | inhibition, % (tested at 7.5 µM) | 300,000 compounds, 0.82% hits; in the data active = inhibition above about 60%; inconclusive = no clear call, values can overlap the other calls;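 also: H4 neuroglioblastoma cells stably carrying SNCA 5'UTR luciferase fusion; 0% = DMSO wells and 100% = positive control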
KLF5 inhibitor: KLF5 expression inhibitors, primary screen, DLD-1 cells, luminescence; DLD-1 KLF5 promoter-luciferase reporter; inhibition, % at 5 µM; 290,000 compounds, 0.23% hits;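 active = inhibition above a per-plate limit of that plate's mean compound inhibition plus 3 SD, cut at about 60% in these data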;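 also: 0% = DMSO wells and 100% = LY294002 at 200 µM; higher means less KLF5 promoter-driven luciferase light; inactives centre near -14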
AI-2 QS mod: Vibrio harveyi AI-2 quorum sensing modulators, primary screen, JMH597 strain, luminescence/OD600 ratio; Vibrio harveyi JMH597 AI-2 luminescence/OD600 ratio, 9 h; active compounds read low; strain lacks LuxN and CqsS sensors; 0 = neutral-control median; activity change, % at 7.5 µM; 300,000 compounds, 0.4% hits; AID 2094, 2009; in the data active = activity change below about -75%, passing the limit was not always enough; inconclusive = no clear call, values can overlap the other calls;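 also: luminescence divided by OD600 gain over 9 h not by final OD600 alone; inactives centre near 13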
HIF activator: HIF pathway transcriptional activators, primary screen, cell-based, U2OS HRE-luciferase, luminescence; activation, % at 7.5 µM (by protocol); 300,000 compounds, 0.32% hits; U2OS HRE-luciferase reporter; normalized: DMSO 0%, desferrioxamine 100%;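 active = mean activation of at least 10% of the iron chelator positive control signal, with at least half of replicates also reaching 10%; inconclusive = mean and replicate majority disagree about reaching 10%; inactive = mean and most replicates under 10%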
IEC-6 cytotox: cytotoxicity in IEC-6 intestinal epithelial cells, primary screen, cytotoxicity control for KLF5 inhibitor project, cell-based, luminescence; inhibition, % at 5 µM; 290,000 compounds, 0.78% hits; AID 1825, 2009; IEC-6 cytotoxicity, luminescence viability; in the data active = inhibition above about 22%;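 also: 0% = plate median of test compound wells and 100% = cytotoxic reference compound wells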
HSF-1 act: HSF-1 activators, primary screen, NIH3T3-HGL cells, MG132 stress, luminescence, single point | activation, % at 9 µM | 300,000 compounds, 1.7% hits | NIH3T3-HGL HSF-1 luciferase reporter, 8 h; 100% = twice DMSO control signal;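 active = mean replicate activation of at least 50% with a set share of replicates each reaching 50%; inconclusive = only one of those two conditions met; inactive = mean below 50% and too few replicates reaching it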;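 also: 0% = median of the neutral control wells and 100% = twice that signal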
GSK3 alpha inh: blockers of GSK3A enzyme activity – biochemical, luminescence, cell-free homogeneous, HTS, primary screen | inhibition, % at 10 µM | 320,000 compounds, 0.1% hits | AID 2650, 2010 | Glycogen synthase kinase-3 alpha (Homo sapiens), P49840 | GSK-3 alpha kinase, ADP-Glo luminescence, 60 min;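 in the data active = inhibition above about 50%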;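 also: GST-tagged GSK-3 alpha with peptide substrate and 25 µM ATP; 0% = DMSO neutral wells and 100% = GW8510 positive control wells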
Target sequence (P49840 whole entry, looked up): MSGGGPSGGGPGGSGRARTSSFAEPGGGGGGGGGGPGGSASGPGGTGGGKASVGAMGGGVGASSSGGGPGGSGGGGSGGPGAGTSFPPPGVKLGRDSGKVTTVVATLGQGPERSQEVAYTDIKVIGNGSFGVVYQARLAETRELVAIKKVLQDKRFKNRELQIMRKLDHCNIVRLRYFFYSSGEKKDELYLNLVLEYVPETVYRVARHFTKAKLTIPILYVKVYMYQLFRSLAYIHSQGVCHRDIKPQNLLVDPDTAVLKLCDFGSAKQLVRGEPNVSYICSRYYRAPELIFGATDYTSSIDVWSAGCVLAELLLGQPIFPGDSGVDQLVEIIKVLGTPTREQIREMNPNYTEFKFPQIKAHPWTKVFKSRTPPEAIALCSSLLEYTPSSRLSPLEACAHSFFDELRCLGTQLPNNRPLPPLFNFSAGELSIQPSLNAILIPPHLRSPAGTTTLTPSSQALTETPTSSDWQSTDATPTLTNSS
* hit, by the source's call; ? = inconclusive; · = no result given.

# | SMILES | HSF1 inhib | HSP90 inh | GSK3B inh | aSyn UTR inh | KLF5 inhibitor
1 | O=C(O)c1cn(C2CCCCC2)c2ccccc2c1=O | -4 | 3 | -11 | 8 | 14
2 | Cc1sc2ccccc2[n+]1CC(=O)O | 2 | 16 | -4 | 10 | -41
3 | Cc1cc2oc(=O)cc(CN3CCc4ccccc43)c2cc1Cl | 24 | 5 | -2 | 23 | -14
4 | CCOc1ccc(S(=O)(=O)NCCN2CCOCC2)c2ccccc12 | 3 | 1 | 2 | -9 | -15
5 | COCCCNS(=O)(=O)c1ccc(Oc2ncc(C(F)(F)F)cc2Cl)cc1 | 2 | 4 | 8 | -22 | -20
6 | COc1ccc(Cl)cc1NC(=O)CCN1CCOCC1 | -6 | 1 | 1 | -9 | -8
7 | CCN1C(=O)C(O)(CC(=O)c2cc(C)ccc2C)c2ccccc21 (stereo not drawn) | 1 | 2 | 3 | -7 | -16
8 | CN(C)c1ccc(CNc2ccc3c(c2)ncn3C)cc1 | -6 | 7 | 1 | -8 | -4
9 | O=C(NCc1ccccn1)C1CCN(S(=O)(=O)c2cccs2)CC1 | -2 | -4 | 1 | 8 | -22
10 | OCc1cnc(SCc2ccccc2)n1Cc1ccccc1 | 8 | 0 | -1 | 9 | -7

# | AI-2 QS mod | HIF activator | IEC-6 cytotox | HSF-1 act | GSK3 alpha inh
1 | 12 | 0.2 | 5 | 5 | -3
2 | 14 | -0.8 | 2 | -14 | -3
3 | 14 | -21 | -4 | 36 | -3
4 | 31 | 0.1 | 4 | 9 | -8
5 | 17 | 0.7 | 1 | 2 | -9
6 | 24 | -0.6 | -3 | -5 | -3
7 | 15 | 0.0 | 7 | -3 | -1
8 | 12 | -0.1 | 6 | -6 | -5
9 | 4 | 0.0 | 6 | 3 | -2
10 | 5 | 0.0 | 0 | 7 | 0

Next part
# | SMILES | HSF1 inhib | HSP90 inh | GSK3B inh | aSyn UTR inh | KLF5 inhibitor
11 | CCOc1ccc(CCNC(=O)COC(=O)c2cc([N+](=O)[O-])ccc2N2CCOCC2)cc1OCC | 25 | -2 | -3 | 13 | -1
12 | CCOC(=O)C1CCCN(C2=NC(=O)/C(=C/c3ccc(OC)cc3)S2)C1 (stereo not drawn) | -1 | 5 | -2 | 16 | -9
13 | Cc1ccc(C2N(c3ccccc3)C(=O)N3CCCN23)cc1 (stereo not drawn) | 3 | -4 | 1 | -7 | -9
14 | COC(=O)[C@@]1(Cc2ccc(F)cc2)[C@H]2c3cc(C(=O)N4CCCC4)n(Cc4ccc(C(F)(F)F)nc4)c3C[C@H]2CN1C(=O)c1ccccc1 | -1 | -1 | 0 | 18 | 2
15 | CC(C)(C)c1csc(NC(=O)Nc2ccccc2)n1 | 29 | -4 | 2 | -141 | -171
16 | COc1ccc(Nc2cc(C(=O)NCc3ccccn3)c3ccccc3n2)c(OC)c1 | 14 | 1 | -3 | -33 | -32
17 | O=C(CN1CCCCCC1)Nc1ccc(Br)cc1 | 1 | 3 | 1 | -17 | -12
18 | COC(C(=O)NC1CCCCCCC1)c1ccccc1 (stereo not drawn) | -4 | 0 | 3 | 5 | -11
19 | CCOc1ccc(S(=O)(=O)N(CC)CC(=O)NCc2cccnc2)cc1C | -6 | 6 | -2 | 27 | -51
20 | COc1cc2c(cc1OC)CN(c1nc(CN3CCOCC3)nc3sc4c(c13)CCCC4)CC2 | 12 | -1 | 2 | 8 | -3

# | AI-2 QS mod | HIF activator | IEC-6 cytotox | HSF-1 act | GSK3 alpha inh
11 | 48 | -0.3 | 2 | 49 | 5
12 | 21 | -0.6 | 1 | 10 | 1
13 | 18 | 0.7 | -1 | 3 | -2
14 | 8 | -0.4 | 0 | -5 | 0
15 | 3 | 3.9 | -1 | ? | 1
16 | 1 | 0.5 | 3 | 12 | -3
17 | 17 | -0.1 | 5 | 8 | -2
18 | 19 | 0.1 | -8 | -5 | 1
19 | 5 | 0.1 | 13 | -10 | 1
20 | 17 | -0.9 | 2 | 6 | 0

3 entries from above, with one line to a screen:
5: COCCCNS(=O)(=O)c1ccc(Oc2ncc(C(F)(F)F)cc2Cl)cc1
1: O=C(O)c1cn(C2CCCCC2)c2ccccc2c1=O
2: Cc1sc2ccccc2[n+]1CC(=O)O

| screen / no. | 5 | 1 | 2 |
| --- | --- | --- | --- |
| HSF1 inhib | 2 | -4 | 2 |
| HSP90 inh | 4 | 3 | 16 |
| GSK3B inh | 8 | -11 | -4 |
| aSyn UTR inh | -22 | 8 | 10 |
| KLF5 inhibitor | -20 | 14 | -41 |
| AI-2 QS mod | 17 | 12 | 14 |
| HIF activator | 0.7 | 0.2 | -0.8 |
| IEC-6 cytotox | 1 | 5 | 2 |
| HSF-1 act | 2 | 5 | -14 |
| GSK3 alpha inh | -9 | -3 | -3 |

Later entries
# | SMILES | HSF1 inhib | HSP90 inh | GSK3B inh | aSyn UTR inh | KLF5 inhibitor
21 | COc1ccc(S(=O)(=O)N2CCOC2CNC(=O)C(=O)NCC(C)C)cc1OC (stereo not drawn) | -3 | -4 | 0 | 7 | 3
22 | O=C(CSc1nc2ccccc2c(=O)n1CCC(=O)N1CCCCC1)NCc1ccccc1 | -6 | -4 | 2 | 36 | -19
23 | COc1cc(C=O)ccc1Oc1nc(Nc2ccc(F)cc2F)nc(N2CCOCC2)n1 | -12 | 5 | -1 | 18 | -2
24 | CC(=O)Nc1ccc(OCC(=O)c2cc(C)ccc2C)cc1 | -10 | 3 | -4 | -23 | -18
25 | CNc1nc(N/N=C/c2ccc([N+](=O)[O-])cc2)nc(Nc2ccccc2)n1 | -1 | -2 | -4 | 4 | -15
26 | COc1cccc(C(=O)NCc2ccc(N3CCN(C(=O)OC(C)(C)C)CC3)cc2)c1 | 2 | 1 | 0 | 0 | -18
27 | COc1ccc(C(=O)CSc2nc(C)cc(C)n2)cc1[N+](=O)[O-] | 0 | -4 | 0 | 0 | -21
28 | CC(=O)Nc1ccc(S(=O)(=O)N2CCCCC2C(=O)O)cc1 (stereo not drawn) | -6 | -2 | -2 | -4 | -15
29 | Cc1ccc(S(=O)(=O)n2nc(C)cc2C)cc1 | 0 | 6 | -5 | 6 | -19
30 | COc1cc(CCCN2C(=O)C(=O)NC[C@@H]2C(C)O)cc(OC)c1OC (stereo partly drawn) | -1 | · | 0 | -29 | ·

# | AI-2 QS mod | HIF activator | IEC-6 cytotox | HSF-1 act | GSK3 alpha inh
21 | 16 | -0.5 | -6 | 9 | 0
22 | 19 | -0.3 | -4 | -1 | -2
23 | 20 | -0.2 | 7 | -10 | -1
24 | 14 | 0.1 | 2 | -18 | -3
25 | 36 | -0.3 | 8 | 1 | -1
26 | 22 | 0.1 | -7 | -1 | 9
27 | 12 | -0.1 | 3 | -3 | -3
28 | 22 | -1.1 | -4 | 8 | -1
29 | 12 | -0.6 | -1 | 5 | ·
30 | -5 | -0.1 | · | 0 | -2

More structures follow:
# | SMILES | HSF1 inhib | HSP90 inh | GSK3B inh | aSyn UTR inh | KLF5 inhibitor
31 | O=C(CSC1=NS(=O)(=O)c2cc(Cl)ccc2N1)NCCc1ccccc1 | 8 | · | 1 | -9 | ·
32 | Cc1ccc(S(=O)(=O)Nc2ccccc2-c2ccccc2)cc1 | -5 | 3 | 1 | ? | 54
33 | COc1ccc(CNS(=O)(=O)c2cccc(S(=O)(=O)N3CCOCC3)c2)cc1 | 2 | 6 | 1 | -6 | -24
34 | COCC(=O)Nc1cccc(C(F)(F)F)c1 | -3 | 2 | 3 | 22 | -7
35 | COc1ccc(OC)c(C2CC(=O)N3CN(c4ccc(C)c(Cl)c4)CSC3=C2C#N)c1 (stereo not drawn) | 2 | 1 | -6 | -90 | -22
36 | CC(=O)Nc1ccc(NC(=O)C(C)OC(=O)CCCOc2ccc(Cl)cc2C)cc1 (stereo not drawn) | 0 | · | 3 | 2 | ·
37 | CCCCOc1ccc(C(=O)NN2CCOCC2)cc1 | -3 | · | 2 | -10 | ·
38 | CCNC(=S)N1CCN=C1Nc1nc(C)cc(C)n1 | 1 | 3 | -2 | 12 | -26
39 | CCO[C@@H]1OC(C(=O)O)=C[C@H](C2CCCCC2)[C@H]1CCCO | -2 | 1 | 1 | 14 | -15
40 | CC(=O)Cn1cnc2sc(-c3ccccc3)cc2c1=O | 17 | 4 | 1 | -175 | -161

# | AI-2 QS mod | HIF activator | IEC-6 cytotox | HSF-1 act | GSK3 alpha inh
31 | 11 | -39 | · | 22 | 0
32 | 16 | 0.3 | 55* | -11 | 1
33 | 40 | -0.2 | 1 | 1 | -3
34 | -5 | 0.3 | 2 | -2 | -2
35 | 18 | 1.5 | 1 | 19 | 0
36 | 12 | -0.6 | · | 15 | -1
37 | 4 | -0.3 | · | -12 | 0
38 | 22 | 0.0 | 9 | 3 | -2
39 | 30 | -5.3 | 4 | 3 | 2
40 | -63 | 3.5 | -5 | 8 | 3

Carrying on:
# | SMILES | HSF1 inhib | HSP90 inh | GSK3B inh | aSyn UTR inh | KLF5 inhibitor
41 | COc1ccc(C(=O)NCCN2C(=O)S/C(=C\c3cccnc3)C2=O)cc1[N+](=O)[O-] | -4 | 0 | 4 | 3 | -9
42 | C=CCn1c(=S)[nH]c2nc3c(cc2c1=O)CCCC3 | 9 | 0 | -2 | -92 | -31
43 | COc1ccc(CCNC(=O)CCNC(=O)c2ccc(Cl)cc2)cc1OC | -9 | 3 | 1 | -9 | 5
44 | COc1ccc(C(=O)NCC2(c3ccccc3)CCOCC2)cc1 | 3 | -2 | -1 | -23 | 3
45 | Cc1sc2ncn(-c3ccccc3)c(=O)c2c1C | 1 | -1 | -1 | -14 | 2
46 | CCC(=O)c1ccc(OCC(=O)NCCc2ccccn2)cc1 | -7 | -1 | -1 | 3 | -3

# | AI-2 QS mod | HIF activator | IEC-6 cytotox | HSF-1 act | GSK3 alpha inh
41 | -4 | -0.1 | -3 | -5 | -2
42 | 12 | · | 6 | 28 | -3
43 | 32 | -0.2 | -5 | -18 | -2
44 | 6 | 0.8 | 8 | 1 | 0
45 | 32 | -0.2 | -10 | -9 | -1
46 | 10 | -0.3 | 6 | 1 | -1

Copied from the list.
#6 @ GSK3 alpha inh = -3
#12 @ IEC-6 cytotox = 1
#17 @ HSF1 inhib = 1
